Compound activity from PubChem.
JMJD2C inh – inhibitors of human GASC-1 (JMJD2C) demethylase; GST-JMJD2C(1-420) H3K9me3 demethylation, DELFIA europium; Q9H3R0; 330,000 compounds, 0.069% hits; inhibition, % at 2.35 µM;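 active = more than half of a compound's replicate wells show inhibition beyond 50%, single wells judged on their own value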;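 note: signal counts dimethyl H3K9 product captured on neutravidin plate; 0% = median of DMSO wells and 100% = 0.3 times that DMSO median; strong numbers were not always called active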
Fh CTSL1 inh – cathepsin L1 inhibition, PFM18AAP counter-screen; recombinant F. hepatica cathepsin L1, Z-Leu-Arg-MCA fluorescence; inhibition, % at 5.96 µM; 300,000 compounds, 0.49% hits; AID 1906;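 active = inhibition above the mean of all tested compounds plus 3 SD, set per screening campaign, cut at about 17% in these data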;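 note: 0% = plate median of test compound wells and 100% = 1 µM Z-Phe-Ala-diazomethylketone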
TPT1 inhibitor – C. albicans TPT1 enzyme inhibition; recombinant caTPT1, FP RNA substrate dephosphorylation; inhibition, % at 5 µM; 300,000 compounds, 0.81% hits;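 active = inhibition above the mean of all tested compounds plus 3 SD, set per screening campaign, cut at about 24% in these data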;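 note: plate controls were DMSO alone for no effect and ferristatin control at 100 nM for full effect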
EBNA-1 inhibitor – blocks EBNA-1 binding to DNA | EBNA-1 DNA binding, fluorescence polarization | inhibition, % at 14.8 µM | AID 1950 | 300,000 compounds, 0.34% hits; in the data active = inhibition above about 28%
Yeast superoxide – caloric restriction mimetics inhibiting age-related superoxide in yeast. S. cerevisiae aged cells, superoxide DHE fluorescence; active compounds read low. superoxide response (% of plate mean), % at 10 µM. 330,000 compounds, 0.18% hits. AID 2690;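 active = superoxide response under a set limit, about three screen SD below normal, cut at about 65% in these data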;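 note: yeast aged for seven days with compound at 30 °C before DHE staining; 100% = average MFI of all compound-treated wells on the plate with controls excluded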
PP5 primary – blocks human protein phosphatase 5 activity; purified PP5c, OMFP substrate fluorescence; AID 1987; P53041; 320,000 compounds, 0.18% hits; inhibition, % at 6.7 µM;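 active = inhibition above the campaign's mean inhibition across all tested compounds plus 3 SD, cut at about 9.5% in these data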;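 note: 0% = DMSO only and 100% = 100 µM cantharidin control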
Target sequence (P53041 whole entry, looked up): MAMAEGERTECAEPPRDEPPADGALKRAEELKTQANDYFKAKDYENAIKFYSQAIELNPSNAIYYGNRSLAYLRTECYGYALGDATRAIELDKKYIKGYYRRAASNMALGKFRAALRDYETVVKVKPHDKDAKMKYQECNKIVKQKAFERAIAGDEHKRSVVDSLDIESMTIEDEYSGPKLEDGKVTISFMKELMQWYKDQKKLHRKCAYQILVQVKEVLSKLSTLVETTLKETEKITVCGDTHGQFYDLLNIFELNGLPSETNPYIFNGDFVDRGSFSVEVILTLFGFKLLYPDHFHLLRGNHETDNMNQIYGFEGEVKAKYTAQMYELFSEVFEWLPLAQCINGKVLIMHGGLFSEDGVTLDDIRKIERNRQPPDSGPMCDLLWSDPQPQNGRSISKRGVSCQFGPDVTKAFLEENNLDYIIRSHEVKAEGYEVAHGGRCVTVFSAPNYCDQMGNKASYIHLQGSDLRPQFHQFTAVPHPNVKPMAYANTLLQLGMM
HCV core dimer – HCV core protein dimerization inhibition; TR-FRET GST/Flag-core106 dimerization, 1536-well; inhibition, % at 5 µM; 300,000 compounds, 0.33% hits; AID 1899;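 active = inhibition above the mean of all tested compounds plus 3 SD, set per screening campaign, cut at about 45% in these data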
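Assay system: GST-tagged and Flag-tagged HCV core protein residues 1-106 / Times: compound-protein-antibody incubation 4 h at 22.5 °C / Signal: time-resolved FRET, ex 340 nm, em 617 and 671 nm / Evaluation: % inhibition based on acceptor/donor emission ratio / Benchmarks: wells lacking GST-core106 and wells with excess unlabelled core106 / Repeats: singlicate, one well per compound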
ZTA counter – blocks Epstein-Barr virus ZTA, an EBNA-1 counter-screen; P03206; ZTA-DNA binding, fluorescence polarization; inhibition, % at 11 µM; 320,000 compounds, 0.15% hits; AID 2234; in the data active = inhibition above about 33%
Target sequence (P03206 whole entry, looked up): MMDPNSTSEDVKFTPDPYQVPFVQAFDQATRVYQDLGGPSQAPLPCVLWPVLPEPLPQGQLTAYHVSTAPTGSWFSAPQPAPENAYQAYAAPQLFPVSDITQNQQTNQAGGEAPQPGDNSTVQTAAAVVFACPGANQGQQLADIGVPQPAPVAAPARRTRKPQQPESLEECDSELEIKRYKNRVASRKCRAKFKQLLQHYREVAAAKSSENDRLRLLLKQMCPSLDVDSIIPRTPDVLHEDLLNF
PP1 counter – counter-screen for PP5 inhibitors: inhibitors of human PP1-alpha; P62136; purified PP1alpha, OMFP fluorescence; inhibition, % at 6.7 µM; 320,000 compounds, 0.9% hits; AID 2235;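 active = inhibition above the mean inhibition of all tested compounds plus 3 SD, computed separately for each screening campaign, cut at about 15% in these data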
Target sequence (P62136 whole entry, looked up): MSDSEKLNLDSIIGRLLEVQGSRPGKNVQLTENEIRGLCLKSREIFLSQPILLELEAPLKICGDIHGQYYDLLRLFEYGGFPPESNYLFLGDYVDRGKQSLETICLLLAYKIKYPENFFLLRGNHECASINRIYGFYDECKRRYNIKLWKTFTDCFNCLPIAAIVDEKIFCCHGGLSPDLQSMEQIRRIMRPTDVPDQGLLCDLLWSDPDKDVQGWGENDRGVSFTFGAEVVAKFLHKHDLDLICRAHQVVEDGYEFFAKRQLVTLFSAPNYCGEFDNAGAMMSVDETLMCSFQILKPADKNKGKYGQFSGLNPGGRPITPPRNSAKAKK
The depositor's hits bear a star; nt = not tested or not shown; & = joins results of further samples. An unsorted share of the library, and some 3.1% of all compounds hit somewhere here.

item | Molecule | JMJD2C inh | Fh CTSL1 inh | TPT1 inhibitor | EBNA-1 inhibitor | Yeast superoxide
1 | C/C(=N\NC(=O)c1ccccn1)c1ccc(C(=O)O)s1 | -9 | 4 | -5 | 3 | 97
2 | COC(=O)c1ccc2c(=O)n(CCN3CCOCC3)c(SCC(=O)Nc3ccc(C)cc3)nc2c1 | 49 | 5 | -3 | -14 | 101
3 | COc1ccc(S(=O)(=O)N(C)c2ccc(C(=O)N3CCCC3)cc2)cc1 | -9 | -3 | 1 | -11 | 99
4 | Cc1sc(NC(=O)c2ccccc2)c(C(=O)N2CCN(C)CC2)c1C | -6 | 0 | 0 | -2 | 82
5 | S=C(Nc1cccc(Br)c1)N1CCn2cccc2C1c1cccnc1 (stereo not drawn) | -15 | -4 | 1 | -16 | 87
6 | CN(C)CCCOc1cccc(Cl)c1 | -112 | 0 | 0 | 1 | 101
7 | CC1(C)Cc2nc3sc(C(=O)NCCCO)c(N)c3cc2CS1 | 5 | 0 | 0 | 2 | 87
8 | CCOc1ccc(-c2cc(CCCC(=O)NCc3ccc(C)cc3)no2)cc1 | 1 | 0 | 0 | 3 | 100
9 | COc1ccccc1N1CCN(C(=O)Cn2c(=O)oc3cc(S(=O)(=O)N4CCCC4)ccc32)CC1 | 1 | -1 | 0 | -4 | 107
10 | COc1ccc2nc(SCC(=O)Nc3ccccc3OC)[nH]c2c1 | 1 | -2 | 0 | 8 | 100

item | PP5 primary | HCV core dimer | ZTA counter | PP1 counter
1 | -2.7 | -3 | 1 | -1
2 | 1.7 | -9 | -4 | -5
3 | 3.1 | 0 | 2 | -4
4 | 0.4 | -2 | -5 | 2
5 | 1.2 | 1 | 0 | -3
6 | 0.4 | 5 | 5 | 0
7 | -1.2 | -2 | -22 | 1
8 | 2.4 | 17 | 0 | 4
9 | 3.8 | -25 | -10 | 3
10 | -0.8 | 3 | -1 | 1

Screen by screen, quoted from above:
Nos. 1–7 in EBNA-1 inhibitor read 3, -14, -11, -2, -16, 1, 2
Nos. 1–7 in ZTA counter read 1, -4, 2, -5, 0, 5, -22

5 of the compounds above, with two lines to a compound:
Fields – JMJD2C inh, Fh CTSL1 inh, TPT1 inhibitor, EBNA-1 inhibitor, Yeast superoxide, PP5 primary, HCV core dimer, ZTA counter, PP1 counter
(7) CC1(C)Cc2nc3sc(C(=O)NCCCO)c(N)c3cc2CS1
→ 5, 0, 0, 2, 87, -1.2, -2, -22, 1
(1) C/C(=N\NC(=O)c1ccccn1)c1ccc(C(=O)O)s1
→ -9, 4, -5, 3, 97, -2.7, -3, 1, -1
(2) COC(=O)c1ccc2c(=O)n(CCN3CCOCC3)c(SCC(=O)Nc3ccc(C)cc3)nc2c1
→ 49, 5, -3, -14, 101, 1.7, -9, -4, -5
(4) Cc1sc(NC(=O)c2ccccc2)c(C(=O)N2CCN(C)CC2)c1C
→ -6, 0, 0, -2, 82, 0.4, -2, -5, 2
(8) CCOc1ccc(-c2cc(CCCC(=O)NCc3ccc(C)cc3)no2)cc1
→ 1, 0, 0, 3, 100, 2.4, 17, 0, 4

Next results
item | Molecule | JMJD2C inh | Fh CTSL1 inh | TPT1 inhibitor | EBNA-1 inhibitor | Yeast superoxide
11 | CN(C)CCN1C(=O)c2oc3ccc(Cl)cc3c(=O)c2C1c1cccc(Br)c1 (stereo not drawn) | 11&1 | -2 | 1 | 1 | 94
12 | COc1ccc(CCNC(=O)CN(C2CCCCC2)S(C)(=O)=O)cc1OC | 2 | 0 | 5 | 7 | 111
13 | Nc1nc(NC(=O)c2ccc(Cl)cc2)nn1-c1ccccc1 | 1 | 3 | -6 | 3 | 98
14 | CCn1nc(C)c(CNC(=O)C2CCC(=O)N(Cc3cccc(F)c3)C2)c1C (stereo not drawn) | 0 | 1 | 0 | -4 | 106
15 | N#Cc1cccc(NC(=O)Cc2ccccc2)c1 | -2 | 1 | 1 | 4 | 83
16 | Cc1ccc(-c2ccnc3nc(-n4cccc4)nn23)o1 | 7 | 1 | -6 | -4 | 108
17 | CCOC(=O)/C(C#N)=C/c1cc2cc(C)c(C)cc2nc1Cl | 3 | 1 | 8 | -1 | 89
18 | Oc1c(C(c2ccccc2Cl)N2CCCC2)ccc2cccnc12 (stereo not drawn) | -22 | 3 | -1 | 4 | 87
19 | COc1ccc(C(=O)OCCNC(=O)c2ccncc2)cc1OC | 8 | -1 | -5 | 3 | 93
20 | COc1ccc(OC)c(NC(=O)COC(=O)c2n[nH]c3ccccc23)c1 | 4 | nt | nt | nt | 98

item | PP5 primary | HCV core dimer | ZTA counter | PP1 counter
11 | 0.2 | -6 | 7 | 2
12 | 0.9 | -3 | 8 | -2
13 | 2.2 | 3 | -9 | -6
14 | 3.0 | -5 | -3 | 4
15 | -1.2 | 2 | -7 | -2
16 | 4.1 | 4 | 3 | 1
17 | -1.4 | 6 | -14 | 3
18 | -1.4 | 4 | 7 | 21*
19 | -1.3 | -1 | 1 | -4
20 | 3.5 | nt | -11 | -1

Next entries follow.
item | Molecule | JMJD2C inh | Fh CTSL1 inh | TPT1 inhibitor | EBNA-1 inhibitor | Yeast superoxide
21 | Cc1nc2nc(C)c(CCC(=O)O)c(C)n2n1 | -7 | 3 | 0 | 9 | 95
22 | C=CCOc1ccc2ccccc2c1/C=N/O | -5 | 0 | -2 | -5 | 75
23 | CCOC(CNC(=O)c1cccn2c(=O)c3c(C)c(C)sc3nc12)OCC | 6 | 3 | -2 | -4 | 97
24 | CCCCN(C(=O)/C=C/c1ccco1)c1c(N)n(Cc2ccccc2)c(=O)[nH]c1=O | nt | -1 | 0 | 3 | 103
25 | COc1cccc2[nH]c3c(N4CCC5(CC4)OCCO5)ncnc3c12 | -17 | 4 | 1 | -7 | 95
26 | COC(=O)[C@@H](Cc1ccccc1)NC(=O)[C@H]1CCC(=O)N1C(=O)OCc1ccccc1 | 2 | 1 | -5 | 4 | 107
27 | CC1CCCCN1C(=O)CSc1nnc(-c2cccnc2)n1C1CCCCC1 (stereo not drawn) | 12 | -1 | -1 | 3 | 113
28 | Cc1cc(C)n(C2=NS(=O)(=O)c3ccccc32)n1 | -2 | -2 | -5 | 18 | 113
29 | COc1ccc(CCNC(=O)c2c(-c3ccccc3)noc2C)cc1OC | -1 | 1 | 1 | -2 | 98
30 | CCOc1ccccc1NC(=O)C1CCCN(c2c(CC)c(C)nc3ncnn23)C1 (stereo not drawn) | 6 | 2 | 2 | 3 | 99

item | PP5 primary | HCV core dimer | ZTA counter | PP1 counter
21 | 0.0 | -5 | 3 | -5
22 | 0.8 | -2 | -4 | 4
23 | 1.4 | -1 | -1 | -3
24 | 1.1 | -6 | -21 | 0
25 | 0.5 | -1 | 0 | -2
26 | -0.3 | 0 | -3 | 3
27 | 1.4 | -3 | 0 | -4
28 | -0.4 | 5 | 5 | -2
29 | 1.4 | 1 | 0 | 0
30 | -0.2 | 9 | -1 | -4

Next part
item | Molecule | JMJD2C inh | Fh CTSL1 inh | TPT1 inhibitor | EBNA-1 inhibitor | Yeast superoxide
31 | Cc1ccc(C)c(NC(=O)CN(C)C(=O)C2COc3ccccc3O2)c1 (stereo not drawn) | -2 | nt | nt | nt | 103
32 | Cc1ccc(S(=O)(=O)Nc2ccc(-c3ccc4nncn4n3)cc2)cc1 | 3 | 7 | 1 | -11 | 71
33 | CC1CCC2(CC1)NC(=O)N(CC(=O)Nc1cccc(S(=O)(=O)N3CCOCC3)c1)C2=O (stereo not drawn) | 82 | -23 | -1 | -17 | 98
34 | Cc1ccc(C)c(Nc2ncccc2C(=O)NCc2cccs2)c1 | 11 | 3 | -5 | 8 | 107
35 | O=C(Nc1cccnc1)c1ccc(Oc2ccccc2)cc1 | -6 | -2 | 0 | 7 | 82
36 | O=C(CCSCCc1ccccn1)Nc1ccc(Br)cc1F | -22 | -4 | 0 | -12 | 110
37 | C#CC(=O)N(c1ccc(OC)c(OC)c1)C(C(=O)NC1CCCC1)c1cccs1 (stereo not drawn) | -11 | 6 | 0 | -6 | 144
38 | CCc1cc(C(=O)N2CCCc3ccccc32)sc1C | -2 | 2 | 1 | -7 | 90
39 | CC(=O)OCC(OC(C)=O)C(OC(C)=O)C(OC(C)=O)C(=O)Nc1ccc(C)cc1 (stereo not drawn) | 0 | -8 | -1 | -2 | 119
40 | COc1ccc(N(CC(=O)N2CCOCC2)S(=O)(=O)c2ccccc2)cc1Cl | 2 | 0 | -1 | -1 | 107

item | PP5 primary | HCV core dimer | ZTA counter | PP1 counter
31 | 3.0 | nt | 10 | -1
32 | 1.2 | -7 | -18 | 0
33 | -0.1 | 5 | 3 | 4
34 | 4.5 | -1 | 14 | -3
35 | 1.2 | -3 | -12 | -2
36 | -1.4 | -13 | -3 | -13
37 | 2.0 | 2 | 5 | 0
38 | 3.2 | 5 | -23 | -2
39 | -1.0 | -5 | 6 | -6
40 | 3.8 | 6 | 10 | -1

Next part.
item | Molecule | JMJD2C inh | Fh CTSL1 inh | TPT1 inhibitor | EBNA-1 inhibitor | Yeast superoxide
41 | OCCN(Cc1ccccc1)Cc1ccccc1Cl | -2 | 0 | 3 | 9 | 123
42 | O=C(NCCN1CCOCC1)c1c(Cl)cccc1Cl | -23 | -2 | -3 | -9 | 94
43 | Cc1ccc(-c2cc(C(=O)Nc3cccc(S(=O)(=O)N(C)C)c3)c3ccccc3n2)o1 | -9 | 4 | -1 | 6 | 94
44 | O=C(NC(=S)NCc1ccccc1)c1ccccc1F | 2 | 2 | 5 | 11 | 92
45 | COC(=O)c1ccc(CNC(=O)COC(=O)C23CC4CC(CC(C4)C2)C3)cc1 | -11 | 1 | 1 | 13 | 101
46 | CC(=O)Nc1ccc2nc(C3CC3)n(Cc3ccc(Cl)cc3)c(=O)c2c1 | -5 | 7 | 4 | 0 | 102
47 | CC(C)=CCC/C(C)=C/Cc1c(O)ccc(C(=O)/C=C/c2ccc(O)cc2)c1O | 7 | -2 | -2 | 1 | nt
48 | CCOC(=O)CN1C(=O)S/C(=C/c2cc(C)n(C)c2C)C1=O | -4 | 6 | 3 | -2 | 98
49 | CCOC(=O)c1c(S(=O)(=O)NCC(=O)Nc2ccccc2OC)c(C)n(C)c1C | 2 | -12 | 3 | 2 | 104
50 | O=C(Nc1ccccc1Br)c1ccc(N2CCCC2=O)cc1 | 7 | 9 | 0 | 2 | 75
51 | O=S(=O)(c1c(F)cccc1F)N1CCN(C(=S)NCc2ccc3c(c2)OCO3)CC1 | -16 | 10 | -8 | 1 | 111
52 | C=CCN1C(=O)C(O)(CC(=O)c2c(C)n[nH]c2C)c2cc(Br)ccc21 (stereo not drawn) | 3 | 0 | -3 | -11 | 101
53 | CCCC(C(=O)Nc1cccc(S(=O)(=O)N2CCCC2)c1)c1ccccc1 (stereo not drawn) | -3 | 0 | -1 | -9 | 102

item | PP5 primary | HCV core dimer | ZTA counter | PP1 counter
41 | -0.4 | 4 | 8 | 0
42 | -1.1 | -13 | -16 | -2
43 | 2.2 | 8 | 10 | 2
44 | -1.5 | -2 | 13 | -1
45 | 0.9 | 3 | 0 | 1
46 | 2.8 | 1 | 2 | -3
47 | 2.2 | -3 | 22 | -3
48 | 0.4 | 4 | 2 | -2
49 | -1.5 | 1 | -6 | 1
50 | 3.4 | -2 | 7 | -3
51 | 1.9 | 0 | -4 | 2
52 | 3.0 | 6 | 12 | 0
53 | 5.6 | 0 | -4 | 4
